Bioassay records: PubChem BioAssay, Broad Institute
Cneo AK release – Cryptococcus neoformans cell lysis inducers, primary screen, AK release luminescence, single concentration. C. neoformans lysis, adenylate kinase release luminescence, 4 h; normalised: neutral wells 0, clomiphene wells 100. lysis activity, % at 15 µM. hit rate 0.2% among 360,000;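 active means mean lysis activity across replicates of at least 80%, whatever share of replicates individually reach that level; inactive means mean lysis activity below 80%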
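read-out = cell lysis signal | test system = log-phase Cryptococcus neoformans yeast cells | input = cells at 5 × 10^6 per mL | medium = fresh YPD growth medium | signal = luminescent adenylate kinase detection reagent | timing = 4 h at 37 °C static, read 1 h later | dosing = single dose | controls = Clomiphene as positive lysis control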
C2C12 statin – suppressors of statin myotoxicity in C2C12 myotubes, primary screen, cell-based, single point, plate reader | C2C12 myotubes + simvastatin, ATP luminescence, 48 h; scaled: DMSO 0, geranylgeraniol control 100 | hit rate 0.78% among 330,000 | rescue of ATP level, % at 7.49 µM | AID 602340, 2012;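 active means mean ATP rescue above about 67%, or every replicate alone reaching that limit, limit read from the data, passing the limit was not always enough; inconclusive means no clear call, values can overlap the other calls; inactive means mean under the limit and some replicate under it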;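 further: myotubes were challenged with 10 µM simvastatin during compound exposure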
PGC1a acetyl inh – inhibitors of PGC1a acetylation signal, primary screen, cell-based, U2OS, AlphaScreen, inhibitor mode; hit rate 0.17% among 350,000; AlphaScreen anti-acetyl-lysine; with virally co-expressed GCN5 acetyltransferase; inhibition, % at 15.6 µM; AID 651687, 2012;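 active means every replicate shows inhibition of at least 40%; inconclusive means mean inhibition at least 40% but some replicate below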;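 further: 0% = neutral control wells and 100% = positive control wells; some results beyond the cut were filed as inactive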
PglD inh – C. jejuni PglD acetyltransferase inhibitors, primary screen, biochemical, DTNB colorimetric, single point. UDP-N-acetylbacillosamine N-acetyltransferase PglD (Campylobacter jejuni). purified PglD enzyme, DTNB colorimetric CoA detection. inhibition, % at 12.5 µM. hit rate 0.098% among 360,000; in the data active means inhibition above about 16%, passing the limit was not always enough; inconclusive means no clear call, values can overlap the other calls; further: strong numbers were not always called active
FN deposit inh – inhibitors of fibronectin matrix deposition, primary screen, AH1F cells, Alexa488-fibronectin fluorescence, plate reader. AH1F fibroblasts, overnight. inhibition, % at 12.6 µM. hit rate 0.086% among 350,000. AID 743247, 2014;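 active means mean inhibition across replicates of 30% or more, regardless of how many single replicates reach that level; inconclusive means mean under 30% yet at least half of replicates reach 30%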;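 further: positive control wells lacked labelled fibronectin entirely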
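Material – AH1F fibroblast monolayer, labelled fibronectin deposition · Reagent – labelled fibronectin 24 nM · Timing – 1 h adhesion, overnight exposure · Measured by – fluorescence at 485 nm excitation, 525 nm emission · Read-out – inhibition of fibronectin deposition signal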
miR122 inh – miR-122 Renilla sensor signal increase in Huh7, primary screen, miR-122 inhibitor project, cell-based, single point, plate reader; Huh7 miR-122 Renilla luciferase sensor, 48 h; neutral wells = 0, positive control = 100; activation (reporter increase), % at 12.5 µM; hit rate 0.3% among 340,000;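 active means mean replicate activation score at least 90 and every replicate individually at or above 90; inconclusive means only one of the two criteria met; inactive means neither criterion met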;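 further: higher luciferase means less miR-122 activity so hits act as miR-122 inhibitors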
INS-1E GSIS act – GLuc luminescence reporter in INS-1E cells, primary screen for activators of glucose-dependent secretion of insulin. INS-1E GLuc reporter insulin secretion, 2-3 h. activation, % at 16.6 µM. hit rate 0.61% among 370,000;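 active means lowest replicate activation of at least 40%, so every replicate reaches that level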;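 further: 0% = median of neutral control wells and 100% = median of IBMX positive control wells; some compounds called inactive have numbers as strong as hits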
CFTR F508del cor – F508del CFTR correction, initial screen, CFBE line, single point; CFBE cells, YFP halide quenching; stimulated with forskolin plus potentiator P3; % fluorescence drop versus neutral controls; activity (quench increase), % at 7.58 µM; hit rate 0.36% among 350,000; AID 720511, 2013;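 active means mean added fluorescence quench of at least 8% versus neutral control, with both replicates also reaching 8%; inconclusive means only one of the mean or replicate conditions met; inactive means mean below 8% and not both replicates reaching 8%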;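 further: cells transiently co-express mutant CFTR-F508del with the halide-sensitive YFP; corrector assay measuring rescue of mutant channel to the surface after 24 h compound exposure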
Starred values were filed as active, the others as inactive; u = inconclusive; x = no result given; [ ] = remark or other dose.

Structure,Cneo AK release,C2C12 statin,PGC1a acetyl inh,PglD inh,FN deposit inh,miR122 inh,INS-1E GSIS act,CFTR F508del cor
CCOc1[nH]n(-c2ccccc2)c(=O)c1C=Nc1ccccc1,0.2,3.6,x,-7.3,-5.5,6.6,9.2,-0.7
CN1CCN(Cc2nc3c(c(=O)n(C)c(=O)n3C)n2Cc2cccc3ccccc23)CC1,2.7,3.1,-0.5,-0.4,-6.2,-3.2,13.8,x
COc1ccc(NC(=O)CCCC(=O)c2ccccc2)cc1,-1.5,4.3,-10.3,8.7,-8.5,-3.4,8.8,2.5
COc1ccc(-n2cnnc2SCC(=O)Nc2cccnc2Cl)cc1,x,x,-6.4,x,-4.8,x,-7.8,-0.5
O=S(=O)(Nc1cccc(-c2ccc(N3CCCCCC3)nn2)c1)c1ccc(F)cc1,-5.5,22.6,-6.8,-3.2,-28.1,3.1,-2.3,-0.7
O=C(c1ccc2ccccc2c1)N1CCOCC1,1.1,-2.8,x,-7.0,10.8,x,9.6,4.7
CC(NC(=O)CCSCc1ccccc1F)c1ccccc1 (stereo not given),-2.1,9.6,-5.1,-2.2,-1.9,-1.6,-2.9,-0.8
CNC(=O)C1=C(C)Nc2nc3ccccc3n2C1c1cccc(OC)c1 (stereo not given),-1.7,10.4,-3.4,-4.0,-6.1,1.1,-3.2,-3.7
Cc1ccccc1NC(=O)C1CCN(c2cnccn2)CC1,2.1,1.7,0.0,-0.5,1.9,-0.3,x,x
COc1cc(C(=O)NCCc2ccccc2)ccc1OCC(=O)N1CCOCC1,1.1,1.3,x,-4.6,2.5,x,4.8,-0.8
CC/C(=N\NC(=O)c1nnn(-c2nonc2N)c1-c1cccc(OC)c1)c1ccc(C)cc1,-0.7,-7.8,11.9,-4.0,0.4,-6.3,16.1,0.5
COc1ccc2c(=O)c(-c3ccccc3)coc2c1,-3.7,-6.6,2.5,-2.9,x,-1.2,13.5,0.0
COc1ccc(CC(=O)Nc2ccc3c(c2)CCC3)cc1S(=O)(=O)N1CCOCC1,-0.7,14.0,-9.3,1.5,x,1.2,x,x
CC(=O)O[C@H]1CC(=O)OC(C)(C)C2CC(=O)[C@]3(C)C(CC[C@@](C)([C@@H](O[C@@H]4O[C@H](CO)[C@@H](O)[C@H](O)[C@H]4O)c4ccoc4)[C@@]34O[C@@H]4C(=O)O)[C@]21C (stereo not given in full),4.1,7.6,9.2,2.1,x,-19.0,7.0,1.3
O=C(Nc1ccccc1)N1CCCCN2[C@@H](CO)[C@@H](c3ccc(C#Cc4cccnc4)cc3)[C@@H]2C1,1.7,x,-0.6,1.1,x,-4.5[16.7 µM],-13.9,-0.7
N#C[C@@H]1[C@H](c2ccccc2-c2ccc(F)cc2)[C@@H](CO)N1c1ncc(-c2ccccc2)s1,x,x,8.9,x,2.5,x,2.6,0.7
COc1ccc(Cn2c(=O)[nH]c3cc(C(=O)NC4CCCC4)ccc3c2=O)cc1,8.7,-2.9,-4.8,-1.9,-1.3,-5.8,22.8,-0.4
CCCc1cc(=O)[nH]c(SCC(=O)Nc2cccc(S(=O)(=O)N3CCCCC3)c2)n1,-0.9,13.9,-3.8,3.3,0.4,8.7,5.1,-1.6
COc1ccc(S(=O)(=O)NCCN2CCOCC2)cc1[N+](=O)[O-],0.0,x,0.2,-2.4,-10.7,4.7,-0.3,-0.4
Cc1ccc(-c2nnn(CC(=O)N3CCC(C)CC3)n2)o1,x,0.9,9.5,x,0.2,-2.1,9.6,x
O=C(CCn1c(=O)oc2ccccc21)N1CCN(C(c2ccccc2)c2ccccc2)CC1,14.4,37.9,8.1,-0.9,3.4,-4.4,x,x
CCOC(=O)c1c(C)[nH]c(C)c1C(=O)CSc1nncs1,x,x,1.4,x,1.3,x,27.7,0.0
COCC#Cc1ccc2c(c1)O[C@@H](CN(C)C(=O)C1CC1)[C@@H](C)CN([C@@H](C)CO)S2(=O)=O,6.5,-30.9,-5.2,-2.4,-0.1,-0.6[16.7 µM],1.3,0.6
C=CCNC(=S)N(Cc1ccccc1)Cc1ccccc1,x,6.2,13.4,x,x,11.9,-7.0,0.9
O=C(Nc1ccccn1)C1(c2cccs2)CCOCC1,3.5,x,-4.3,-1.1,-4.1,-5.5,24.2,x
CC(C)C#Cc1ccc2c(c1)O[C@@H](CN(C)C(=O)c1ccccn1)[C@@H](C)CN([C@@H](C)CO)S2(=O)=O,3.5,19.3,-4.0,-6.9,x,14.1[16.7 µM],0.5,0.8
O=S(=O)([N-]c1nc2ccccc2nc1-[n+]1ccc(Cc2ccccc2)cc1)c1ccc(Br)s1,x,x,10.6,x,-4.7,x,-1.1,-5.9
O=C(COc1ccc(Cl)cc1Cl)NCCCN1CCOCC1,1.6,-14.3,u,-86.3,0.3,x,20.7,x
Cc1cc(C)c(C)c(S(=O)(=O)N2CCC(C(=O)OCC(=O)N3c4ccccc4NC(=O)C3(C)C)CC2)c1C,2.6,-2.3,-2.0,-0.1,1.4,5.3,x,x
CCCC#Cc1ccc([C@H]2[C@@H](C#N)N(C(=O)C3CC3)[C@@H]2CO)cc1,-0.1,-0.2,-0.6,1.4,1.6,x,-4.1,-0.4
COc1cccc(NC(=O)C2C3C=CC4(O3)C2C(=O)N(CCCN2CCC(C)CC2)C4C(=O)NC2CCCCC2)c1 (stereo not given),0.8,x,1.7,1.1,3.3,-2.0,-3.7,0.9
O[C@@H](CNC[C@H](O)c1ccccc1)c1ccccc1,1.1,26.7,4.0,-1.8,3.0,-2.2,x,x
COc1ccccc1NC(=O)CC1S/C(=N/N=C2\CCCc3ccccc32)NC1=O (stereo not given),-3.8,7.7,7.1,2.3,-2.9,6.7,-1.9,0.9
O=C(Cc1ccccn1)N[C@@H]1CC[C@@H](CCn2cc(-c3ccccc3)nn2)O[C@H]1CO,3.3,-5.7,-133.0,3.0,x,0.9[16.7 µM],8.9,-5.6
O=C(COC(=O)C1(c2cccc(F)c2)CCCC1)NCc1ccc2c(c1)OCO2,6.4,x,-13.8,-0.8,-0.3,-5.2,-23.1,x
CC1(C(=O)NCc2ccc3c(c2)OCO3)CCN1CCc1ccccc1 (stereo not given),0.5,34.5,-3.4,1.6,-4.0,-5.0,x,-1.6
CCN(C(=O)C1CCCCC1)c1nnc(-c2cccnc2)s1,1.4,-0.7,-13.0,1.4,3.4,-6.2,x,x
O=C(C[C@H]1CC[C@@H](NC(=O)NC2CCCCC2)[C@H](CO)O1)NCc1ccccc1,-4.8,3.1,10.2,0.2,-1.1,x,2.0,-0.8
CC(C)C(=O)NC(=S)Nc1ccc(S(=O)(=O)NC2CCCCC2)cc1,3.6,x,x,0.1,x,x,-36.9,-0.5
CC(C)C[C@H](NC(=O)OC(C)(C)C)C(=O)N/N=C/c1ccc2nccnc2c1,0.1,4.5,-3.4,3.1,x,x,3.1,x

(continued)
Below each SMILES – Cneo AK release	C2C12 statin	PGC1a acetyl inh	PglD inh	FN deposit inh	miR122 inh	INS-1E GSIS act	CFTR F508del cor
Cc1ccccc1-c1nc(SCc2cccnc2)c2c(=O)n(C)c(=O)n(C)c2n1
  0.9	4.8	-19.8	-4.4	2.8	2.7	5.7	-0.7
C=CCc1cc(C=O)cc(OC)c1OCc1c(Cl)cccc1Cl
  -10.8	-37.3	4.0	-0.1	3.2	2.5	x	x
C[C@@H]1CN([C@@H](C)CO)C(=O)c2cc(C#CCN(C)C)cnc2O[C@H]1CN(C)S(=O)(=O)c1cn(C)cn1
  5.9	-11.7	10.2	-2.8	x	4.4[16.7 µM]	22.7	-3.6
C[C@@H]1CN([C@H](C)CO)C(=O)c2c(c3ccccc3n2C)-c2ccccc2CO[C@@H]1CN(C)C(=O)Nc1cccc(F)c1
  -1.4	12.5	-28.4	-0.4	-5.9	x	-25.7	-1.1
CCn1c(SCC(=O)Nc2sc3c(c2C#N)CCCC3)nnc1-c1ccco1
  3.6	x	-10.3	1.5	x	-8.3	7.1	x
CS(=O)(=O)N(CC(=O)N1CCCCCC1)c1ccc(Br)cc1
  -4.4	x	x	-0.5	0.8	5.0	x	x
Cc1coc(=N)n1CC(=O)c1ccc(Cl)cc1
  x	x	9.4	x	-5.2	-2.2	4.7	-3.3
Cc1ccc(-c2cn(CCN)c(-c3ccncc3)n2)cc1
  1.0	-6.4	-3.3	-1.9	8.4	3.0	4.2	-0.1
C[C@@H]1CCCCO[C@H](CN(C)C(=O)C2CCCCC2)[C@@H](C)CN([C@@H](C)CO)C(=O)c2cc(NS(=O)(=O)c3cccs3)ccc2O1
  -1.8	x	-4.4	2.6	x	4.0[16.7 µM]	-14.7	-1.4
O=C(C[C@@H]1CC[C@H](NC(=O)Nc2ccc3c(c2)OCO3)[C@@H](CO)O1)NCc1ccc2c(c1)OCO2
  -0.8	-3.2	-0.3	-0.5	x	x	8.2	-0.4
O=C(OCCN1CCCCC1)c1ccc(Cl)cc1
  1.9	10.9	43.5	-7.8	x	1.0	28.9	x
COc1cc(OC)cc(C(=O)NCC(=O)OCC(=O)NC2CCCc3ccccc32)c1 (stereo not given)
  -0.9	-1.7	x	2.7	0.3	-5.2	6.2	1.2

Entries shown so far that have a thiophene ring, fused or not:
Below each SMILES – Cneo AK release	C2C12 statin	PGC1a acetyl inh	PglD inh	FN deposit inh	miR122 inh	INS-1E GSIS act	CFTR F508del cor
O=C(Nc1ccccn1)C1(c2cccs2)CCOCC1
  3.5	x	-4.3	-1.1	-4.1	-5.5	24.2	x
O=S(=O)([N-]c1nc2ccccc2nc1-[n+]1ccc(Cc2ccccc2)cc1)c1ccc(Br)s1
  x	x	10.6	x	-4.7	x	-1.1	-5.9
CCn1c(SCC(=O)Nc2sc3c(c2C#N)CCCC3)nnc1-c1ccco1
  3.6	x	-10.3	1.5	x	-8.3	7.1	x
C[C@@H]1CCCCO[C@H](CN(C)C(=O)C2CCCCC2)[C@@H](C)CN([C@@H](C)CO)C(=O)c2cc(NS(=O)(=O)c3cccs3)ccc2O1
  -1.8	x	-4.4	2.6	x	4.0[16.7 µM]	-14.7	-1.4
